Neddylation inh: inhibitors of human cullin neddylation | P61081+Q13564 | TR-FRET cullin neddylation, biochemical | calls only at 25 µM | 0.58% of 360,000 active | AID 651699; in the data active = inhibition above about 36%
Rin1-Abl PPI inh: human Rin1-Abl interaction inhibition; TR-FRET Rin1/Abl binding, biochemical; inhibition, % at 7.35 µM; 0.4% of 360,000 active; in the data active = inhibition above about 5%, passing the limit was not always enough
PABP1 MLLE inh: inhibitors of microRNA-mediated deadenylation, human PABP1 MLLE binding; P11940; GST-MLLE / FITC-PAM2 fluorescence polarization; inhibition, % at 20 µM; 0.36% of 360,000 active; in the data active = inhibition above about 35%, passing the limit was not always enough;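 note: plate controls were DMSO wells with GST-MLLE for no effect and wells lacking GST-MLLE protein for full effect; some results filed as inactive read as strong as hits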
Target sequence (P11940 whole entry, looked up): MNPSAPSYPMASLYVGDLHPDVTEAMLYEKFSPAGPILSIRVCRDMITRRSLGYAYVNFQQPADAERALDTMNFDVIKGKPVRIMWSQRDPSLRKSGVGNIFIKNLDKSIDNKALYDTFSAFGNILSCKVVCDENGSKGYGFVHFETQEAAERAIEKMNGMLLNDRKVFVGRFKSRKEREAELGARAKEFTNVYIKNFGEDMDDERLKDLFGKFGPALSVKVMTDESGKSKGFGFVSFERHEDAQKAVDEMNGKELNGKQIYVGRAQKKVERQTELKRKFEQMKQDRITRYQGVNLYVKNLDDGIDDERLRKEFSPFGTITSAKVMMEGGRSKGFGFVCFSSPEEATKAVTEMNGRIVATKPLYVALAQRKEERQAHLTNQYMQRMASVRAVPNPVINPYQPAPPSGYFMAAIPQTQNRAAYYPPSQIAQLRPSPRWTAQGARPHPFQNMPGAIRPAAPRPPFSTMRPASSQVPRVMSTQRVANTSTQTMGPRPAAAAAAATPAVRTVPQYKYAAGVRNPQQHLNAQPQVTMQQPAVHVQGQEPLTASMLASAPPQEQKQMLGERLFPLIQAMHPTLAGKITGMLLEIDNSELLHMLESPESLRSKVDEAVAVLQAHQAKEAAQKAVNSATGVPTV
NadD block: blocks S. aureus nicotinate mononucleotide adenylyltransferase. purified NadD enzyme, colorimetric absorbance read-out. inhibition, % at 20 µM. 0.78% of 360,000 active; in the data active = inhibition above about 26%; note: some compounds past the cut are filed as inactive
SKN-1 block: inhibitors of C. elegans SKN-1; 0.49% of 360,000 active; inhibition, % at 21.8 µM; AID 624304; C. elegans VP596 Pgst-4::GFP/RFP ratio, acrylamide-induced, 24 h;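 active = interference check ratio from 0.5 to 1.5 plus GFP to RFP signal ratio inhibition reaching or exceeding a fixed threshold, cut at about 30% in these data, passing the limit was not always enough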; note: some compounds called inactive have numbers as strong as hits
MT1-MMP act inh: MT1-MMP (human) activation inhibition; P50281; HT1080 RFP-PRO-GFP cells, GFP/RFP ratio fluorescence, overnight; percent of plate control window, DMSO zero; GFP/RFP ratio change, % at 20 µM; 0.061% of 360,000 active;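 active = GFP/RFP ratio change of at least 30% with cell ATP level not reduced by more than half and red fluorescence within 50% of control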; note: strong numbers were not always called active
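Assay system – RFP-PRO-GFP reporter HT1080 cells · Compound dosing – single dose of 20 µM compound, 1% DMSO final · Incubation – overnight compound exposure at 37 °C · Measure – GFP/RFP fluorescence ratio · Benchmarks – DMSO wells and RFP-L50D-GFP cells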
FAS-TE inh: inhibitors of human fatty acid synthase thioesterase domain; P49327; recombinant FAS-TE, OMFH fluorogenic substrate, fluorescence endpoint; AID 602261; 0.67% of 360,000 active; inhibition, % at 15 µM;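 active = compounds whose normalised, plate-corrected inhibition of enzyme fluorescence in the single-dose primary screen is 50% or more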;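 note: 0% = DMSO with enzyme and 100% = substrate without enzyme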
Rpn11 inh: inhibitors of human proteasome Rpn11; O00487; human 26S proteasome, Ub4-pepOG fluorescence polarization; 20S core pre-blocked with epoxomicin; calls only at 20 µM; 0.59% of 360,000 active;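 active = inhibition at 20 µM, scaled to each plate's controls, above about 33%, limit read from the data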
Target sequence (O00487 whole entry, looked up): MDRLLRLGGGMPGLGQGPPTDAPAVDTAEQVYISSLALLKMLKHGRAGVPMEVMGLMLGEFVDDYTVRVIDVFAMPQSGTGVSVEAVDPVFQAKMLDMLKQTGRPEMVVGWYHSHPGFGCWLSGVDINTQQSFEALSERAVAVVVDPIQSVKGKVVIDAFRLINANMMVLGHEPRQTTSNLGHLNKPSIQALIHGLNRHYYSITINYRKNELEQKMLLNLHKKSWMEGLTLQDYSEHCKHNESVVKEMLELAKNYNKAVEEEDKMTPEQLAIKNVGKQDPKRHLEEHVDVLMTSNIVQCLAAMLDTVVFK
CSN deneddyl inh: inhibitors of human CSN-mediated cullin deneddylation; AID 651999; Purified CSN, SCF-Nedd8-OG deneddylation, fluorescence polarization; inhibition, % at 12.5 µM; 0.38% of 360,000 active;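 active = pattern-corrected inhibition above about 35%, with an unprinted fluorescence ratio check between 0.5 and 1.5, limit read from the data, passing the limit was not always enough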;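 note: 0% = enzyme with substrate and 100% = substrate without enzyme; some results filed as inactive read as strong as hits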
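Test system: Human Csn5 produced in HEK293T cells | Compound: 12.5 µM single point | Times: 90 min, room temperature | Signal: Fluorescence polarization readout | Read-out basis: % inhibition of substrate cleavage by Csn5 | Controls: no-enzyme wells high, enzyme-with-substrate wells low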
The depositor's hits bear a star; i = inactive; . = not tested or not shown; + = active, no number. No enrichment for hits. Share with any hit: about 3.9%.

SMILES | Neddylation inh | Rin1-Abl PPI inh | PABP1 MLLE inh | NadD block | SKN-1 block | MT1-MMP act inh | FAS-TE inh | Rpn11 inh | CSN deneddyl inh
CCn1cc(C(=O)NCc2cccs2)c(=O)c2ccc(C)nc21 | i | -1 | 1 | -8 | -8 | 10 | -4 | i | 1
CCN=c1sc(C(=O)Nc2ccccc2)c(C)n1CC | i | -3 | 5 | -7 | -10 | -1 | -4 | i | -8
Cc1ccc(NC(=O)N/C=C/c2ccco2)cc1C | i | -5 | -25 | 9 | 4 | -5 | -4 | . | 9
CCOC(=O)/C(=N/Nc1ccc(Cl)cc1)S(=O)(=O)c1ccc(Cl)cc1 | i | 4 | -13 | -2 | -1 | 2 | -5 | i | -2
C[C@@H]1CC=C[C@H]2[C@H]1C(=O)N(Cc1ccccc1)[C@H]2c1ccc(F)c(-c2ccc(N(C)C)cc2)c1 | i | 4 | 13 | 9 | 4 | -1 | 32 | i | 3
CC1(c2ccccc2)CC(C)(C)N2C(=O)C3(C(C#N)=C(N)Oc4cc(O)ccc43)c3cccc1c32 (configuration not stated) | i | 5 | -15 | 5 | -2 | -10 | 52* | i | 0
O=C(NCc1ccc(Cl)cc1)C(=O)NCC1CCCN1S(=O)(=O)c1cccs1 (configuration not stated) | i | 3 | 27 | -4 | -1 | -1 | 1 | i | 0
CCc1ccccc1NC(=O)NC1CC2CCC(C1)N2Cc1cccs1 (configuration not stated) | i | 2 | -1 | -2 | 12 | 6 | -3 | i | 2
CN(C(=O)COc1ccc([N+](=O)[O-])cc1)C1CCS(=O)(=O)C1 (configuration not stated) | i | 0 | -14 | -2 | 4 | 0 | -1 | i | -8
c1ccc(C(c2ccccc2)c2noc(CN3CCC(c4ccncc4)CC3)n2)cc1 | i | 1 | -2 | 0 | -8 | 3 | 4 | i | 3
CCN1CCN(CC(=O)Nc2sc3c(c2C#N)CCC3)CC1 | i | 2 | 4 | -6 | 2 | -2 | -13 | i | 1
C[C@H](CO)N1C[C@H](C)[C@@H](CN(C)Cc2ccc3c(c2)OCO3)Oc2c(NS(=O)(=O)c3cn(C)cn3)cccc2C1=O | i | 1 | 6 | 0 | 2 | 1 | -5 | i | -3
O=C(NCC(F)(F)F)[C@H]1O[C@@H](n2ccc(=O)[nH]c2=O)[C@H](O)[C@@H]1O | i | 2 | 6 | -6 | -1 | 2 | -9 | i | 5
CN(C)c1ccc(C(CNS(=O)(=O)c2ccc3ccccc3c2)c2c[nH]c3ccccc23)cc1 (configuration not stated) | i | -2 | 12 | 22 | 14 | 1 | 32 | i | 5
Cc1cc2nc(-c3ccc(C#N)cc3)c(Cc3cccc(F)c3)n2c(C)c1Br | i | -1 | 2 | 17 | 18 | -4 | 11 | i | -3
COc1ccc(NS(=O)(=O)c2ccc3c(c2)NC(=O)CO3)c(OC)c1 | i | 5 | 9 | 0 | 24 | 0 | -2 | i | 2
O=C(CCC(=O)c1cccs1)OCC(=O)N1CCN(C(=O)c2ccco2)CC1 | i | 1 | 13 | -5 | 12 | 7 | -5 | + | 1
COC(=O)c1cc(OC)c(OC)cc1N1C(=O)CC(C)(C)CC1=O | i | 0 | 3 | -8 | 16 | 0 | -4 | i | -2
Cc1ccc(Nc2nc(NCCO)c3ccccc3n2)cc1C | i | 0 | 3 | -3 | 1 | 6 | -8 | i | 4
COc1ccc(OC)c(S(=O)(=O)Nc2ccc(F)cc2)c1 | i | -3 | 10 | -8 | -6 | 1 | -5 | i | -2
CC(=O)c1ccc(NC(=S)Nc2ccc3cn[nH]c3c2)cc1 | i | 2 | 30 | -1 | -1 | -3 | -12 | i | -8
CCN(CC)CCN1C(=O)/C(=C\c2ccc(Cl)c([N+](=O)[O-])c2)SC1=Nc1ccc(OC)cc1 | i | 0 | 13 | 5 | 5 | -25 | 40 | i | 0
O=C(COc1ccccc1Br)NC(=O)NC1CCCC1 | i | 1 | -6 | -3 | 23 | 0 | -2 | i | 2
CCN(Cc1ccccc1)C(=O)Cc1c[nH]c2ccccc12 | i | 2 | -37 | -1 | 20 | -4 | -2 | i | 4
O=C(COC(=O)Cc1ccc(Br)cc1)Nc1ccc(N2CCOCC2)cc1 | i | -3 | -1 | -8 | 3 | -1 | -7 | i | -1

Carrying on:
SMILES | Neddylation inh | Rin1-Abl PPI inh | PABP1 MLLE inh | NadD block | SKN-1 block | MT1-MMP act inh | FAS-TE inh | Rpn11 inh | CSN deneddyl inh
COc1cccc(CNC(=O)c2cccc(Br)c2)c1 | i | -4 | 7 | -8 | 13 | -2 | 4 | i | -6
CC(C)(C)Cc1nnc(NS(C)(=O)=O)s1 | i | 3 | 25 | -3 | -6 | -5 | -9 | i | -1
CC(C)(CNS(=O)(=O)c1ccc2c(c1)OCCO2)N1CCOCC1 | i | 1 | -4 | -5 | -10 | 1 | -6 | i | 1
Cc1ccc(C(C)C)cc1OCC(=O)Nc1nnc(C2CC2)s1 | i | 1 | -1 | 5 | 6 | 5 | -1 | i | -1
CCc1ccc(NC(=O)CCn2nc(C)c(S(=O)(=O)N3CCCCC3)c2C)cc1 | i | 1 | 6 | -9 | 1 | -2 | 6 | i | 3
O=C(CC1(O)C(=O)N(Cc2ccc3c(c2)OCO3)c2ccccc21)c1ccccc1 (configuration not stated) | i | -1 | 2 | 2 | 17 | 4 | 6 | i | -3
CCOc1ccc2cc(C#N)c(SCC(=O)N3CCOCC3)nc2c1 | i | -12 | -3 | -1 | -7 | 5 | 7 | i | -4
C[C@H]1CN([C@@H](C)CO)C(=O)c2cccc(NC(=O)c3cnccn3)c2O[C@@H]1CN(C)C(=O)Nc1ccc2c(c1)OCO2 | i | 6 | -16 | -3 | -1 | -1 | -8 | i | -4
O=C(Nc1cc(S(=O)(=O)N2CCOCC2)ccc1O)c1ccc(S(=O)(=O)N2CCCCC2)cc1 | i | 0 | 13 | 4 | -14 | 12 | -8 | i | 2
COCCn1c(-c2ccc(F)cc2)nc2oc3cc(OC)ccc3c(=O)c2c1=O | i | -2 | -9 | -6 | 8 | 4 | -5 | i | 3
O=c1[nH]c2cc([N+](=O)[O-])c([N+](=O)[O-])cc2[nH]c1=O | i | 1 | 1 | 4 | -12 | 0 | 66* | i | 0
COc1ccc(NC(=O)CN(C)C(=O)/C=C/c2cn(-c3ccccc3)nc2-c2ccc(F)cc2)cc1 | i | -3 | -26 | 14 | 5 | -8 | 19 | i | 4
Cc1ccc(S(=O)(=O)N(Cc2cccc(F)c2)C(=O)N2CCN(C)CC2)cc1 | i | 2 | -16 | -3 | -3 | 1 | -10 | i | -2
O=C(COC(=O)c1ccc(F)cc1F)NCCC1=CCCCC1 | i | 4 | 18 | -5 | 7 | -6 | 1 | i | -1
Cc1cc(C(=O)Nc2ccccc2C#N)n(-c2ccccc2)n1 | i | 0 | 4 | 1 | 12 | 2 | -1 | i | -3
O=C(NCC1CCCO1)C(C(=O)c1ccc(F)cc1)n1ccccc1=O (configuration not stated) | i | -2 | 7 | -11 | -4 | 1 | -6 | i | -1
O=S(=O)(NCc1ccccc1)NCc1cccc(C(F)(F)F)c1 | i | 1 | -5 | -2 | 4 | 6 | -4 | i | 10
Cc1cccc(CC(=O)Nc2cccnc2)c1 | i | 0 | -16 | -4 | 8 | 6 | -9 | i | 2
Cc1nc(C(=O)NCc2ccccc2)sc1C1(C)CC(c2cccnc2)=NO1 (configuration not stated) | i | 3 | -12 | -2 | 2 | 1 | -6 | i | 99
COC(=O)N(C)C[C@H]1OCc2cnnn2CCCC(=O)N([C@@H](C)CO)C[C@H]1C | i | 0 | -4 | -6 | -16 | 2 | -6 | i | -2
Cc1csc(NC(=O)CSc2nnc(Cn3c(=O)sc4ccccc43)n2-c2ccccc2)n1 | i | 4 | -13 | 14 | 5 | 2 | 1 | i | -4
CCCc1cc(=O)[nH]c(SCC(=O)Nc2ccc(Cl)c(S(=O)(=O)N3CCOCC3)c2)n1 | i | -1 | -2 | -3 | 5 | 3 | -6 | i | 1
COc1ccc(CCC(=O)N2CCN(c3ccccc3)CC2)cc1OC | i | -4 | 15 | -4 | 7 | 5 | -3 | i | 5
CN1CCN(C(=O)Nc2ccccc2)CC1 | i | -4 | 10 | -3 | 7 | 4 | -5 | i | 1
CCOc1c(Cl)cc(/C=N/NC(N)=S)cc1OC | i | 1 | -31 | 2 | 0 | 12 | -4 | i | -3

Remaining list, next part.
SMILES | Neddylation inh | Rin1-Abl PPI inh | PABP1 MLLE inh | NadD block | SKN-1 block | MT1-MMP act inh | FAS-TE inh | Rpn11 inh | CSN deneddyl inh
CCCCN(C(=O)CSc1nc2ccccc2n1CC)C1CCS(=O)(=O)C1 (configuration not stated) | i | -2 | 0 | 3 | 7 | -2 | 1 | i | 0
COc1ccc([C@@H]2C[C@H]3[C@@H](CN2S(=O)(=O)c2ccccc2)C(=O)C[C@@H](c2ccc(OC)cc2)N3S(=O)(=O)c2ccccc2)cc1 | i | -2 | -1 | 15 | 18 | 3 | 76* | i | -4
O=C(CCN1CCCCO1)N1CCCC(Nc2ccc(F)cc2)C1 (configuration not stated) | i | -1 | 3 | -4 | 7 | 0 | -6 | i | -5
O=C1O/C(=C\C(=O)N2CCOCC2)c2ccccc21 | i | -2 | 9 | 5 | -18 | -5 | -7 | i | 1
CCOc1ccc(C(=S)N2CCCC2)c(OCC)c1 | i | -1 | 32 | 0 | 8 | -2 | -3 | i | 1
CCOC(=O)c1c(C)[nH]c(N=Nc2ccc(C)cc2)c1C | i | 2 | -2 | -8 | 16 | 6 | 19 | i | 0
Cc1ccc2c(c1)CCCN2C(=O)c1ccncc1 | i | 1 | -6 | -4 | 1 | 0 | -8 | i | 24
O=C1c2ccccc2C(=O)C1(CO)c1ccccc1 | i | -1 | -1 | -1 | 12 | 1 | -12 | i | -1
CCOC(=O)c1ccc(NC(=O)Nc2ccon2)cc1 | i | 1 | -3 | -5 | 1 | 23 | 1 | i | -3
COC(=O)C[C@H]1C[C@H]2c3cc(NC(=O)C4CCC4)ccc3O[C@H]2[C@H](CO)O1 | i | -3 | -2 | 3 | 14 | 1 | -8 | i | 3
CN1CCc2c(n(CC(O)CNCc3ccccc3)c3ccccc23)C1=O (configuration not stated) | i | 0 | -5 | -7 | 6 | -3 | -6 | i | 2
NC(=O)CN(C/C=C/c1ccccc1)C/C=C/c1ccccc1 | i | 1 | -9 | -5 | -3 | -2 | 1 | i | 4
CCc1ccccc1S(=O)(=O)Cc1ccc(C(=O)N2CCN(c3ccccc3OC)CC2)o1 | i | -2 | 8 | 4 | 7 | -1 | 8 | i | -1
CCOc1ccc(-n2c(C)cc(C(=O)CCl)c2C)cc1 | i | 5 | -4 | -4 | 13 | -2 | 11 | i | 2
Cc1cc(O)c2c(c1)C(=O)[C@@]13Oc4c5c(c(O)c6c(O)cc(C)cc46)C(=O)C[C@H](O)[C@H]5[C@@H]1[C@@H](O)CC(=O)C3=C2O | i | 4 | 28 | 6 | 11 | 0 | 16 | i | 2

Some of these compounds in order of count of non-hydrogen atoms, smallest number first:
SMILES | Neddylation inh | Rin1-Abl PPI inh | PABP1 MLLE inh | NadD block | SKN-1 block | MT1-MMP act inh | FAS-TE inh | Rpn11 inh | CSN deneddyl inh
CCOc1ccc(C(=S)N2CCCC2)c(OCC)c1 | i | -1 | 32 | 0 | 8 | -2 | -3 | i | 1
CCOC(=O)c1ccc(NC(=O)Nc2ccon2)cc1 | i | 1 | -3 | -5 | 1 | 23 | 1 | i | -3
COC(=O)C[C@H]1C[C@H]2c3cc(NC(=O)C4CCC4)ccc3O[C@H]2[C@H](CO)O1 | i | -3 | -2 | 3 | 14 | 1 | -8 | i | 3

High-throughput results as filed in PubChem.
